Gal4-VP16 FLuc: inhibits Gal4-VP16 luciferase reporter, ROR gamma counter-screen | Drosophila S2 Gal4-VP16 UAS-luciferase, luminescence, 20 h | Potency, µM (doses to about 53.6 µM), inactives show at the highest dose activity, negative = inhibition, hits mostly inhibitors | hit rate 3.5% among 310,000;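 also: Gal4-VP16 expression switched on by copper sulfate through the metallothionein promoter; potency is read from the fitted curve at half-maximal effect; % is scaled to controls: 0 for no effect and ±100 for the full control effect; nearly all actives have a fitted effect of over 50% in size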
Giardia kill: kills Giardia lamblia. Giardia lamblia trophozoite viability. activity change, % at 7.66 µM, hits read low. hit rate 0.15% among 340,000. AID 540267; in the data active = activity change below about -80%; inconclusive = between about -30% and that limit;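 also: parasites exposed to compound for two days anaerobically before the ATP read; % is scaled to controls: 0 for no effect and ±100 for the full control effect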
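Viability, read as ATP luminescence: trophozoites at 100 cells/well, compound added, 48 hrs anaerobic at 37 deg C, then 15-30 min room-temperature development before reading.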
ELG1 genotox: inducers of genotoxicity in HEK293T ELG1-luciferase cells. hit rate 1.3% among 330,000. AID 504466. Potency, µM (series often up to 46 µM), for inactives: at the highest dose activity change, positive = activation, actives largely listed as activators. HEK293T ELG1-luciferase reporter, luminescence, 16 h; also: potency is read from the fitted curve at half-maximal effect; % of control where 0% means no effect; nearly all actives have a fitted effect of over 60% in size
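Step 1: seed 2,000 HEK293T ELG1-luciferase cells per well. Step 2: add compound or DMSO, incubate 16 hr at 37 °C. Step 3: ONE-Glo, 30 min at room temperature, read luminescence.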
uPA surface inh: cell surface uPA generation inhibition; cell surface uPA generation assay, qHTS; Potency, µM (doses to about 38.3 µM), for inactives: top-dose activity change, negative = inhibition, actives largely listed as inhibitors; hit rate 0.31% among 330,000; active = well fitted inhibition curve with a large enough effect; inconclusive = small, poorly fitted or top-dose-only effect; inactive = no such curve, though single readings can be large or run the other way; tested in mouse RAW 264.7 cells; also: potency is read from the fitted curve at half-maximal effect; % is scaled to controls: 0 for no effect and ±100 for the full control effect; nearly all actives have a fitted effect of over 55% in size
FBPA coupling cs: coupling enzyme interference in Giardia aldolase counter-screen | coupling enzyme system counterscreen, AmpLite Red fluorescence | activity change, negative = inhibition, % at 58.2 µM, hits read low | hit rate 0.67% among 290,000; in the data active = activity change below about -30%; also: % is scaled to controls: 0 for no effect and ±100 for the full control effect
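First, compound is pin-transferred into glyceraldehyde-3-phosphate coupling-enzyme reagent at 57.5 uM final and held 10 min at RT. Next, substrate, coupling system and AmpLite Red are added. After 20 min RT, fluorescence (525/598 nm) is read.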
Rab9 prom act: activators of Rab9 promoter. hit rate 2.8% among 320,000. Huh7 Rab9 promoter-luciferase reporter, luminescence, 24 h. Potency, µM (doses to about 9.22 µM), inactives show top-dose activation, negative = inhibition, actives largely listed as activators. AID 485297; also: potency is read from the fitted curve at half-maximal effect; % of control where 0% means no effect; nearly all actives have a fitted effect of over 60% in size
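Steps: seed 1500 Huh7 Rab9-luc cells per well, rest 2 h at 37 °C; add compound in DMSO; incubate 24 h; add luciferase reagent, 10 min ambient; read luminescence.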
FLuc modulator: counter-screen for miR-21 project: firefly luciferase inhibitors or activators. P08659. purified FLuc, Km substrates, luminescence inhibition. Potency, µM (top dose mostly 57.5 µM), inactives show at the highest dose activity change, negative = inhibition, actives largely listed as inhibitors. hit rate 6.9% among 360,000. AID 588342;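 also: potency is read from the fitted curve at half-maximal effect; plate controls were vehicle for no effect and reference inhibitor for full effect; nearly all actives have a fitted effect of over 55% in size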
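Purified P. pyralis luciferase, 10 nM final, with Km-level 10 uM D-luciferin and 10 uM ATP in 50 mM Tris acetate pH 7.5, 10 mM Mg acetate, 0.01% Tween-20, 0.05% BSA; 6-point qHTS titration about 60 µM downward; luminescence read.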
Tb PFK inh: blocks T. brucei phosphofructokinase | hit rate 0.17% among 330,000 | O15648 | Potency, µM (doses to about 57.5 µM), for inactives: at the highest dose activity, negative = inhibition, hits mostly inhibitors | T. brucei PFK, ADP-Glo luminescence;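 also: potency is read from the fitted curve at half-maximal effect; 0% = uninhibited 1x PFK enzyme wells and -100% = no-enzyme wells; nearly all actives have a fitted effect of over 60% in size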
Target sequence (O15648 whole entry, looked up): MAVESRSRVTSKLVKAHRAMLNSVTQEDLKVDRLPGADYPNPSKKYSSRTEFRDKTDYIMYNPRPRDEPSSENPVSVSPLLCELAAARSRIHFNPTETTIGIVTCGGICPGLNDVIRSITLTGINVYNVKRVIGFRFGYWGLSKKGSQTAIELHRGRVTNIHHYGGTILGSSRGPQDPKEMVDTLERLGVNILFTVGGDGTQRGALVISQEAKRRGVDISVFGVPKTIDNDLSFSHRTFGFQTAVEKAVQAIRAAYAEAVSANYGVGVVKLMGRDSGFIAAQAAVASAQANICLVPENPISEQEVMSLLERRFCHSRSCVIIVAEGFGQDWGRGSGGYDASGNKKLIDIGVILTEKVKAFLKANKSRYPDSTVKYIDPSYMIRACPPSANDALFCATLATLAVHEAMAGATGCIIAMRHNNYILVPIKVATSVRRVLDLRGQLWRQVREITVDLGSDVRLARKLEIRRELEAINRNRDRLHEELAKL
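ADP-Glo luminescence quantified ADP after 45 min at room temperature, with 1.25 nM T. brucei PFK, 0.1 mM ATP and 0.5 mM fructose-6-phosphate in pH 8.0 TEA buffer. qHTS titrations up to 57 µM; curves classified by quality.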
KCNH2 3.1 block: inhibitors of human KCNH2 3.1 potassium channel isoform; U2OS KCNH2 3.1, thallium flux FluxOr; active compounds read low; activity change, % (tested at about 1.8 µM); AID 720553; hit rate 0.95% among 340,000;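 active = maximum activity change below -70%; inconclusive = maximum activity change from -70% to -50%; inactive = maximum activity change above -50%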;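 also: thallium influx rate constant from kinetic fluorescence after stimulation buffer; % is scaled to controls: 0 for no effect and ±100 for the full control effect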
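U2OS cells transduced with KCNH2 3.1 mutant virus (1.77 x 10^8 /mL, 4 h), plated overnight at 37 C, loaded 45 min with FluxOr dye plus Red40 quencher. Thallium flux rate constant from kinetic reads after stimulation buffer, normalised to controls.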
NPC1 prom act: activates the NPC1 promoter. Potency, µM (top dose mostly 9.22 µM), for the others: top-dose activation, most hits filed as activators. hit rate 2.4% among 320,000. Huh7 NPC1 promoter luciferase reporter, 24 h;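 also: potency is read from the fitted curve at half-maximal effect; % of control where 0% means no effect; nearly all actives have a fitted effect of over 60% in size; reporter is driven by a mutant NPC1 promoter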
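Luminescence from an NPC1 promoter-driven luciferase reporter in stably transfected Huh7 cells was measured after 24 h compound treatment at 37 °C, followed by 10 min ambient incubation with luciferase detection reagent.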
RORg inh: inhibitors of mouse ROR gamma transcriptional activity. P51450. Drosophila S2 Gal4-RORgamma UAS-luciferase reporter, 20 h. Potency, µM (highest dose often 53.6 µM), without a hit: at the highest dose activity change, negative = inhibition, most hits filed as inhibitors. hit rate 5.4% among 310,000. AID 2551; also: potency is read from the fitted curve at half-maximal effect; % is scaled to controls: 0 for no effect and ±100 for the full control effect; nearly all actives have a fitted effect of over 60% in size
Target sequence (P51450 whole entry, looked up, the tested form may be a part): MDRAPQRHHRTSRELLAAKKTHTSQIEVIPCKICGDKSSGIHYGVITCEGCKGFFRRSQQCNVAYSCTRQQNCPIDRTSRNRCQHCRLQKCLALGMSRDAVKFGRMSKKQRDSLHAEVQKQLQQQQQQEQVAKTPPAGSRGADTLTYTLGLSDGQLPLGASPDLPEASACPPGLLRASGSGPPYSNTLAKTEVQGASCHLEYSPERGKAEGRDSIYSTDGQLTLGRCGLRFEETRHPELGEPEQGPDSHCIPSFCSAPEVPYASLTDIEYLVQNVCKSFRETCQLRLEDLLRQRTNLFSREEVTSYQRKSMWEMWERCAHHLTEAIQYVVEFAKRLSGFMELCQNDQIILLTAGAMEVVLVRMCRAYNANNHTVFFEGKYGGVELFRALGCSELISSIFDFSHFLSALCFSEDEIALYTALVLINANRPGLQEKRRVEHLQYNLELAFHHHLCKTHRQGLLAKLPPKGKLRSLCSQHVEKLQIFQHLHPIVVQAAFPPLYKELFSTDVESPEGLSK
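ROR gamma transcriptional activity was tracked as Gal4-UAS luciferase output in stably transfected Drosophila Schneider cells, with compound added 1 hr before 700 uM copper sulfate induction and a 20 hr ambient-temperature incubation.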
Numbers without * were called inactive; ? = inconclusive; . = no result given; [ ] = remark or other dose. Unless noted, calls follow the shape of the dose curve; as a rule, active = well fitted curve in the direction sought with a large enough effect; inconclusive = small, poorly fitted or top-dose-only effect, or another doubt; inactive = no such curve, though single readings can be large; an effect the other way counts as inactive or inconclusive. Compounds as they come. Share with any hit: about 14%.

SMILES	Gal4-VP16 FLuc	Giardia kill	ELG1 genotox	uPA surface inh	FBPA coupling cs	Rab9 prom act	FLuc modulator	Tb PFK inh	KCNH2 3.1 block	NPC1 prom act	RORg inh
CCN1C(=O)/C(=C/c2ccc(N3CCCC3)cc2)NC1=S	-86%	4	-3%	-15%	1	0%	19µM*	8%	-22	-3%	0.79µM*
CCOC(=O)CNC(=O)c1ccccc1	1%	-12	0%	-2%	1	8%	1%	3%	-6	-2%	-12%
COc1cc(/C=N/N=C(N)N)ccc1OCc1ccccc1Cl	?	-5	0%	?	0	-6%	?	0%	25	-4%	?
Cc1ccc(-c2nc(NC(=O)CSc3nnnn3-c3ccccc3)ns2)cc1	5%	-6	6%	0%	-2	18%	-16%	-1%	1	3%	-22%
NNC(=S)Nc1cc(S(=O)(=O)N2CCOCC2)ccc1N1CCOCC1	2%[10 µM]	-11	0%	-5%	-1	-4%	-3%	1%	-9	-5%	?
COc1cc(NC(=O)CN2C(=O)NC(CC(C)C)C2=O)cc(OC)c1OC (centres undefined)	.	33[activator]	2%	-6%	.	-4%	1%	2%	-4	-3%	.
Cc1ccc2c(c1)N(CC(=O)N1CCOCC1)C(=O)C(C)O2 (centres undefined)	-20%	1	7%	3%	1	-3%	-2%	0%	-3	5%	-3%
CN(C(=O)CN1C(=O)S/C(=C\c2ccccc2)C1=O)C1CCS(=O)(=O)C1 (centres undefined)	-1%	-15	1%	11%	.	-2%	-9%	-2%	7	-2%	-3%
COc1ccc(CN2C(=O)CC(Cc3ccc(C)cc3)C2=O)cc1OC (centres undefined)	18%	-21	-2%	1%	1	-4%	0%	0%	9	-3%	33%
CCOc1ccccc1NC(=O)C1CCN(S(=O)(=O)c2c(C)noc2C)CC1	-1%	-7	-2%	-2%	0	1%	-1%	3%	10	1%	35%
COc1ccc(NC(=O)C(Cc2ccccc2)n2cccc2)cc1 (centres undefined)	4%	4	-3%	5%	-3	-3%	-3%	5%	-9	2%	?
N#Cc1cccc(N=c2ssnc2Cl)c1	?	13	0%	3%	4	-4%	19µM*	?	-14	1%	?
CCCn1c(Nc2nc3ccccc3n2C)nc2ccccc21	-11%	18	11%	-12%	1	-1%	?	4%	-10	2%	-38%
N#Cc1cc2c(=O)n3ccccc3nc2n(-c2ccccc2Cl)c1=O	-5%	25	-6%	?	0	-1%	-4%	-2%	4	-10%	-9%
COc1ccc(CN(C(=O)c2oc3cc(C)c(C)cc3c2C)C2CCS(=O)(=O)C2)cc1OC (centres undefined)	-2%	12	-4%	-7%	.	-13%	4%	1%	-10	-9%	-21%
CCOC(=O)CNC(=S)N(CCCN1CCN(C)CC1)Cc1cccs1	-1%	27	0%	-12%	1	-5%	-2%	-23%	24	12%	-25%
Cc1cc(C)cc(OCC(=O)Nc2ccc(N3CCN(C(=O)c4ccco4)CC3)cc2)c1	-16%	-3	-9%	1%	3	-13%	1%	-2%	-28	-3%	?
CC(=O)c1ccc(-c2nnc(CCC(=O)N3CCCC(C(=O)CC(C)C)C3)o2)s1 (centres undefined)	-1%	24	?	2%	1	3.5µM*	19µM*	2%	-4	4.5µM*	7%
Cc1cc[n+](-c2nc3ccccc3nc2[N-]S(=O)(=O)c2ccccc2)cc1	-9%	36[activator]	1%	11%	0	-2%	0%	0%	13	1%	43%
COC(=O)C1=C(N)N(c2ccccc2F)C2=C(C(=O)CC(C)(C)C2)C1c1ccc(OC)c(OC)c1 (centres undefined)	-4%	0	-2%	0%	0	-1%	3%	1%	-1	-2%	2%

A section of the results above:
SMILES	Gal4-VP16 FLuc	Giardia kill	ELG1 genotox	uPA surface inh	FBPA coupling cs	Rab9 prom act	FLuc modulator	Tb PFK inh	KCNH2 3.1 block	NPC1 prom act	RORg inh
CCOc1ccccc1NC(=O)C1CCN(S(=O)(=O)c2c(C)noc2C)CC1	-1%	-7	-2%	-2%	0	1%	-1%	3%	10	1%	35%
COc1ccc(NC(=O)C(Cc2ccccc2)n2cccc2)cc1 (centres undefined)	4%	4	-3%	5%	-3	-3%	-3%	5%	-9	2%	?
N#Cc1cccc(N=c2ssnc2Cl)c1	?	13	0%	3%	4	-4%	19µM*	?	-14	1%	?
CCCn1c(Nc2nc3ccccc3n2C)nc2ccccc21	-11%	18	11%	-12%	1	-1%	?	4%	-10	2%	-38%
N#Cc1cc2c(=O)n3ccccc3nc2n(-c2ccccc2Cl)c1=O	-5%	25	-6%	?	0	-1%	-4%	-2%	4	-10%	-9%
COc1ccc(CN(C(=O)c2oc3cc(C)c(C)cc3c2C)C2CCS(=O)(=O)C2)cc1OC (centres undefined)	-2%	12	-4%	-7%	.	-13%	4%	1%	-10	-9%	-21%
CCOC(=O)CNC(=S)N(CCCN1CCN(C)CC1)Cc1cccs1	-1%	27	0%	-12%	1	-5%	-2%	-23%	24	12%	-25%
Cc1cc(C)cc(OCC(=O)Nc2ccc(N3CCN(C(=O)c4ccco4)CC3)cc2)c1	-16%	-3	-9%	1%	3	-13%	1%	-2%	-28	-3%	?

Remaining list, next part:
SMILES	Gal4-VP16 FLuc	Giardia kill	ELG1 genotox	uPA surface inh	FBPA coupling cs	Rab9 prom act	FLuc modulator	Tb PFK inh	KCNH2 3.1 block	NPC1 prom act	RORg inh
COc1cc(C=O)ccc1Oc1nnnn1-c1ccccc1	6%	-11	-1%	-1%	1	-1%	6%	-2%	1	1%	-7%
CC(=O)Nc1ccc(Nc2cc(C)nc3c(-c4ccc(Cl)cc4)cnn23)cc1	?	-11	6%	-11%	0	2.5µM*	-17%	1%	.	2.2µM*	?
Cc1ccc(NC(=O)CCc2ccc(S(=O)(=O)N3CCOCC3)cc2)c(Cl)c1	.	5	-3%	18%	.	.	.	0%	-4	.	.
O=C(Cn1cc(/C=N/NC(=O)c2cccc3ccccc23)c2ccccc21)Nc1ccc(F)cc1	-8%	0	-7%	3%	-4	-3%	-9%	-5%	11	-8%	0%
Cc1ccnc(NC(=O)c2cccc(NS(=O)(=O)c3ccccc3C)c2)c1	3%	0	1%	9%	-1	8%	-14%	-2%	-43	1%	?
CC1=C(C(=O)Nc2cccnc2)C(c2cccnc2)n2ncnc2N1 (centres undefined)	0%	1	0%	5%	0	-7%	0%	0%	16	-2%	6%
Cc1cccc(NC(=O)CN(C2=NC3CS(=O)(=O)CC3S2)c2ccccc2F)c1 (centres undefined)	-8%	-8	0%	-3%	3	-3%	0%	-4%	5	-4%	15%
Cc1ccc(-c2nc3sc4c(N)ncnc4c3c3c2CCCC3)cc1	-13%	19	0%	-3%	0	-1%	1%	1%	-15	1%	-4%
Cc1ccc(-c2nn3cnnc3c3ccccc23)cc1	-8%	27	-1%	-12%	-4	-4%	-3%	-1%	8	-4%	-25%
Cn1c(SCC(=O)c2ccccc2)nnc1-c1ccccn1	2%	-5	?	-2%	0	3.5µM*	17µM*	1%	-9	?	18%
Cc1noc(NS(=O)(=O)c2ccc(NC(=O)CC34CC5CC(CC(Br)(C5)C3)C4)cc2)c1C	-1%	-10	-1%	-2%	.	-1%	-2%	1%	-3	2%	19%
CC(C(=O)Nc1c2c(cc3c1CCC3)CCC2)N1CCCC1 (centres undefined)	-22%	-17	-9%	1%	-2	-12%	-2%	-8%	-12	7%	-3%
Cc1ccc([N+](=O)[O-])cc1NC(=S)NC(=O)C(C)(C)C	5%	4	-5%	-3%	5	-3%	0%	5%	-11	-1%	?
CC(Sc1n[nH]c(N)n1)C(=O)Nc1ccc(Cl)cn1 (centres undefined)	-5%	-7	-3%	2%	-1	-30%	-5%	0%	26	-6%	16%
Cc1cc(S(=O)(=O)Nc2ccc(C(=O)NCC(c3ccccc3)N(C)C)cc2)ccc1F (centres undefined)	3%	1	2%	1%	.	-3%	0%	-12%	-1	1%	19%
COc1ccc(CNC(=O)c2cc(-c3ccncc3)nc3c(C)cc(C)cc23)cc1OC	?	-10	-11%	-8%	-2	-1%	?	3%	-1	-2%	?
COc1ccccc1OC(=O)Cc1cccc2ccccc12	-10%	-10	-5%	5%	0	8%	-8%	0%	9	0%	?
COc1ccc(CNCc2cccc(Oc3ccccc3)c2)cc1	-6%[10 µM]	-6	-6%	-14%	-1	-3%	-7%	-3%	-9	5%	-3%

Screens (PubChem)
